# FBPA Giardia inh – qHTS Assay for Inhibitors of Fructose-1,6-bisphosphate Aldolase from Giardia Lamblia. A8B2U2. purified Giardia FBPA. Potency, µM (titrated, usually from 59.6 µM), without a hit: at the top dose activity, negative = inhibition, actives largely listed as inhibitors. 290,000 tested, 0.71% active. AID 2451, 2010; also: potency is read from the fitted curve at half-maximal effect; nearly all actives have a fitted effect of over 55% in size
# Target sequence (A8B2U2 whole entry, looked up): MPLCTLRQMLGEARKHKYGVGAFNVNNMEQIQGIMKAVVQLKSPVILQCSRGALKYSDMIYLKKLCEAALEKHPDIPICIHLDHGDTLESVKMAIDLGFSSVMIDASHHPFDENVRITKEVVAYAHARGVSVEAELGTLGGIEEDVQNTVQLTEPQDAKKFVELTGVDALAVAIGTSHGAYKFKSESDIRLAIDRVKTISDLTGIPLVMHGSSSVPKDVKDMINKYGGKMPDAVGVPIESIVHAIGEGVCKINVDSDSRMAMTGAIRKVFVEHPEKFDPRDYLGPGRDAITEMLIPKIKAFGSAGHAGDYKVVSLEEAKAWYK
#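 Giardia FBPA (40 nM reagent) was preincubated 10 min at RT with compound (up to 57.5 uM final), then substrate plus GAPDH/TPI/NAD/arsenate coupling system with diaphorase/resazurin was added; resorufin fluorescence (525/598 nm) was read after 20 min.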
# HCV inhibitor – qHTS Assay for Inhibitors of Hepatitis C Virus (HCV) | Huh7.5.1 HCVcc-Cre infection, luciferase reporter, 44 h | Potency, µM (titrated, usually from 41.8 µM), for inactives: at the highest dose activity change, negative = inhibition, hits mostly inhibitors | 340,000 tested, 3.4% active | AID 651820, 2012; also: potency is read from the fitted curve at half-maximal effect
#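 Compounds are dispensed onto cells plated 4 h earlier at 1,000 per well, with HCVcc-Cre virus (about 0.5 moi) added next. Following 44 h of culture, luminescent signal is measured for 15 sec after 15 min with substrate at room temperature.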
# HCMV antiviral – qHTS Assay for inhibitors of the human cytomegalovirus (HCMV) | HFF cells, HCMV-luciferase reporter, 72 h; stronger effect = lower value | activity change, negative = inhibition, % at 57.5 µM | 410,000 tested, 4.5% active | AID 1259415, 2018; in the data active = activity change below about -60%; inconclusive = no clear call, values can overlap the other calls; inactive = above about -39%
#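 Compounds were evaluated in HFFs infected with an HCMV luciferase reporter virus (MOI 1 PFU/cell). Luciferase in lysates collected 72 h post infection served as the replication measure.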
# AmpC detergent – qHTS Inhibitors of AmpC Beta-Lactamase (assay with detergent); P00811; AmpC hydrolysis of nitrocefin, absorbance 480 nm, 0.01% Triton; Potency, µM (titrated, usually from 114 µM), without a hit: at the top dose activity change, negative = inhibition, most hits filed as inhibitors; 370,000 tested, 0.041% active; AID 485294, 2010;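 also: potency is read from the fitted curve at half-maximal effect; 0% = no-compound wells and -100% = no-enzyme wells; nearly all actives have a fitted effect of over 25% in size; some results filed as inactive show a strong effect at the top dose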
# Target sequence (P00811 whole entry, looked up): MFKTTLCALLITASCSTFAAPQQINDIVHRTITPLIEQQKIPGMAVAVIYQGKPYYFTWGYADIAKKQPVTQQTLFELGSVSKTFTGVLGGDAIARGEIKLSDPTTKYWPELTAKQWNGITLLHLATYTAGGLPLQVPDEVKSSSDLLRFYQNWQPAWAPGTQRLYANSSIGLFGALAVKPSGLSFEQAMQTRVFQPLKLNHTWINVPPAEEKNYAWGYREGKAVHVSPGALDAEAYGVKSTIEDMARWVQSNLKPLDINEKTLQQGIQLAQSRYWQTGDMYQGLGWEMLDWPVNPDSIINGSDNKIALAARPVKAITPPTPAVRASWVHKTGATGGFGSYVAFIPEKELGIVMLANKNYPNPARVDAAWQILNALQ
#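 AmpC (5.3 nM in the dispensed reagent) in 20 mM phosphate pH 7.0 with 0.01% (detergent screen) or 0.0001% Triton X-100 was preincubated with compounds for 15 min at room temperature. Nitrocefin was then added from an 800 uM solution, and hydrolysis was followed at 480 nm.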
# AmpC no deterg – qHTS Inhibitors of AmpC Beta-Lactamase (assay without detergent); P00811; AmpC nitrocefin hydrolysis, absorbance 480 nm, 0.0001% Triton; Potency, µM (doses to about 57.1 µM), without a hit: at the highest dose activity change, negative = inhibition, actives largely listed as inhibitors; 330,000 tested, 0.52% active; AID 485341, 2010;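 also: potency is read from the fitted curve at half-maximal effect; plate controls were no compound for no effect and no enzyme for full effect; nearly all actives have a fitted effect of over 20% in size; some results filed as inactive show a strong effect at the top dose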
#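 20 mM phosphate pH 7.0 + 0.01% (detergent screen) or 0.0001% Triton X-100; 5.3 nM AmpC reagent; cpd preinc 15 min RT; nitrocefin (800 uM stock) to start; A480 q20 s × 4 min; Activity was normalised to no-enzyme and no-compound control wells.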
# Sm TGR block – qHTS Assay for the Inhibitors of Schistosoma Mansoni Peroxiredoxins; 360,000 tested, 3% active; AID 485364, 2010; Potency, µM (doses to about 114 µM), without a hit: top-dose activity change, negative = inhibition, most hits filed as inhibitors; purified TGR, DTNB reduction, TNB absorbance 405 nm; also: potency is read from the fitted curve at half-maximal effect; nearly all actives have a fitted effect of over 60% in size
#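 TGR 20 nM + NADPH 100 uM (dispensed conc.), cpd preinc 15 min RT; start with NADPH (500 uM addition) then DTNB (15 mM addition). Kinetic TNB absorbance, 405 nm filter. Four-parameter Hill fit across titration.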
# Starred values were filed as active, the others as inactive; u = inconclusive; x = no result given; & = joins results of further samples; [ ] = remark or other dose. Unless noted, calls follow the shape of the dose curve; as a rule, active = well fitted curve in the direction sought with a large enough effect; inconclusive = small, poorly fitted or top-dose-only effect, or another doubt; inactive = no such curve, though single readings can be large; an effect the other way counts as inactive or inconclusive. Unless noted, % is scaled to controls: 0 for no effect and ±100 for the full control effect. Rows are unselected; 9.9% or so of the library scored in one or more.
compound,HCV inhibitor,HCMV antiviral,AmpC detergent,Sm TGR block,FBPA Giardia inh,AmpC no deterg
Nc1cc2c(cc1C(=O)c1ccc(Cl)cc1)OCCO2,-9%,20,1%,0%,-11%,-27%
Nc1ccccc1NC(=O)c1ccccc1N,2%,48,-9%,8%,4%[12.9 µM],-4%
CC(=O)O[C@@]12CO[C@@H]1C[C@H](OC1OCC(O)C(O)C1O)[C@@]1(C)C(=O)[C@H](O)C3=C(C)[C@@H](OC(=O)[C@H](O)[C@@H](NC(=O)c4ccccc4)c4ccccc4)C[C@@](O)([C@@H](OC(=O)c4ccccc4)C12)C3(C)C (some centres undefined),-6%,-25,u,-21%,3%,202%[activator]
CC[C@@]1(C(=O)OC)N[C@H](CN(C)C(C)=O)[C@@H]2C(=O)N(Cc3ccccc3)C(=O)[C@@H]21,-17%[8.37 µM],-21,x,x,x,-9%
Cc1ccccc1CSc1nc2cc(C(=O)NC3CCCC3)ccc2c(=O)n1Cc1ccccc1,x,2,7%,6%,x,x
CC(=O)c1ccc(S(=O)(=O)N(Cc2cc3cc4c(cc3[nH]c2=O)OCCO4)CC2CCCO2)cc1 (centres undefined),11%,96,-13%,-1%,-4%,-4%
CCc1nn(CC(=O)NCCC(C)C)c(=O)c2cc3c(OC)cccc3n12,u,-24,2%,-5%,3%,12%
COC(=O)C1=C(CSc2nncn2C)NC(=O)NC1c1cc(C)ccc1C (centres undefined),8%,-4,-2%,-2%,-15%,6%
Cc1ccc(Cc2nc3ccccc3nc2SCC(=O)N2CCc3ccccc32)cc1,x,15,0%,0%,x,x
COC(=O)CSc1n[nH]c(-c2cccnc2)n1,23%,37,u,-8%,-20%,-12%
Cc1cc(NC(=O)c2nn(C)c(C)c2Br)no1,3%,u,-2%,5%,x,-2%
COC(CNC(=O)c1ccc(CS(=O)(=O)c2ccc(C)cc2)o1)OC,6%,11,-1%,3%,-2%,0%
O=c1[nH]cnc2sc3c(c12)CCN(Cc1ccccc1)C3,-3%,u,4%,-14%,-27%,-23%
CCN1C(=O)[C@H]2[C@@H](c3ccc(-c4ccc(Cl)c(Cl)c4)cc3)N[C@@](Cc3ccccc3)(C(=O)OC)[C@H]2C1=O,u,23,-12%,-28%,x,-7%
Cc1ccc(C)c(CN2C(=O)c3ccccc3S(=O)(=O)c3ccc(C(=O)N4CCN(c5ccccc5)CC4)cc32)c1,x,u,-12%,-6%,x,x
CN(C)c1ccc(CN(C(=O)c2cc3ccccc3oc2=O)C2CCS(=O)(=O)C2)cc1 (centres undefined),-14%,46,-6%,-5%,x,-4%
Cc1cc(C)n(-c2ccc(Cl)c(Cl)c2)n1,12%,-15,4%,6%,-7%,-3%
CC(=O)c1ccc(S(=O)(=O)N2CCNCC2)cc1,-4%,64,-10%,-31%,-2%,-11%
CS(=O)(=O)N1CCc2cc(C(=O)Nc3ccccc3Br)ccc21,-21%,28,-4%,13%,10%,-17%
Cc1ccc(NC(=O)CC2(CC(=O)O)CCCC2)cc1,9%,27,-14%,8%,12%,-6%
Cc1nn(Cc2ccc([N+](=O)[O-])cc2)c(=O)n1-c1cccc(Cl)c1,13%,-15,-3%,-9%,0%,3%[2.29 µM]
Cn1c(NC(=O)C[n+]2cc(-c3ccc(Cl)c(Cl)c3)n3c2CCC3)cc(=O)n(C)c1=O,8%,-32,-13%,-4%,2%,-8%
Clc1c(-c2nnc3n2CCCCC3)sc2ccccc12,-11%,-6,-8%,-25%[11.4 µM],4%,15%
O=C(c1cc(=O)[nH]c2ccccc12)N1CCc2ccccc2C1,0%,34,-1%,3%,-6%,-13%
COc1ccc(Br)cc1CNC(=O)c1cc2n(n1)CCCN(Cc1ccc(C)cc1)C2=O,x,7,3%,1%,x,x
OC(CNCCNc1ncccc1C(F)(F)F)COc1ccc(F)cc1 (centres undefined),8%,77,3%,-4%,-3%,3%
CC(C)C[C@H](N)c1nnc(S(=O)(=O)Cc2cccc(F)c2)o1,u,-14,3.5µM*,u,0%,4.5µM*
O=C(c1ccc(CS(=O)(=O)c2ccc(Br)cc2)o1)N1CCN(c2ccc(F)cc2)CC1,u,0&-5,5%&-19%,0%&-10%,x,53%
COC(=O)c1ccc(NS(=O)(=O)c2cc3c4c(c2)CCN4C(=O)CC3)cc1,-8%,-32,-3%,-1%,x,-9%
COc1ccccc1-c1nc2ccccc2nc1-c1ccccc1OC,-4%,15,-14%,5%,2%,-2%

# Some values from the results shown:
# AmpC detergent result of `Cc1ccc(C)c(CN2C(=O)c3ccccc3S(=O)(=O)c3ccc(C(=O)N4CCN(c5ccccc5)CC4)cc32)c1` → -12%
# AmpC detergent result of `CS(=O)(=O)N1CCc2cc(C(=O)Nc3ccccc3Br)ccc21` → -4%

# The listing picks up, repeating the two entries before the break.
compound,HCV inhibitor,HCMV antiviral,AmpC detergent,Sm TGR block,FBPA Giardia inh,AmpC no deterg
COC(=O)c1ccc(NS(=O)(=O)c2cc3c4c(c2)CCN4C(=O)CC3)cc1,-8%,-32,-3%,-1%,x,-9%
COc1ccccc1-c1nc2ccccc2nc1-c1ccccc1OC,-4%,15,-14%,5%,2%,-2%
Cc1ccc(S(=O)(=O)CCC(=O)OCC(=O)NC(N)=O)cc1,7%,0,-1%,-13%,4%,-5%
Cc1ccc(NC(=O)CCNS(=O)(=O)c2ccc3[nH]c(=O)oc3c2)c(C)c1,14%,-26,-11%,0%,u,-14%
Clc1ccccc1Cc1cn2cc(-c3ccccc3)nc2s1,x,76,23%,9%,x,x
CC(=O)c1cccc(N(CC(=O)N2CCCC2)S(C)(=O)=O)c1,-8%,22,u,45µM*,6%,-6%
COc1ccccc1C(=O)NNC(=O)c1ccncc1,16%,17,-4%,-12%,-3%,-17%
O=C(CSc1ccc(Br)cc1)N1CCN(S(=O)(=O)c2ccccc2)CC1,-19%,-36,0%,-1%,-3%,-1%
Cc1noc(C)c1COc1cccc(C(=O)OCC(=O)NC(=O)c2ccc(OC(F)F)cc2)c1,19%,9,-7%,-7%,12%,-35%
CC(C)CCOc1ccc(C2=NNC(=O)CC2)cc1,18%,-14,-5%,-15%,4%,-12%
COc1ccc(CCNC(=O)c2oc(=O)c3ccccc3c2-c2ccccc2)cc1OC,x,33,-1%,11%,x,x
FC(F)c1nc2ccccc2[nH]1,13%,-25,-9%,u,-3%,-52%
N#Cc1c(N)c(C(=O)c2ccc(Br)cc2)n2c1CCC2,-20%,-32,u,0%,-2%,-18%
O=[N+]([O-])c1ccccc1COc1ccc(Cl)c2cccnc12,-15%,8,1%,-3%,7%,-9%
CN(CC(=O)Nc1ccccc1Br)C(=O)c1cc(S(=O)(=O)N(C)C)ccc1N1CCCC1,9%,-39,u,-16%,x,1%
CN(CC(=O)N1CCN(Cc2ccccc2)CC1)C(=O)Cc1ccc(Cl)c(Cl)c1,u,-27,x,x,x,231%[activator]
COc1ccccc1NS(=O)(=O)c1cc(N/C(=N\S(=O)(=O)c2ccccc2)c2ccc(F)cc2)ccc1Cl,35µM*,-5,9%,-1%,-7%,-2%
Cc1occc1C(=O)N1CCN(c2ccc(Cl)cc2)CC1,-16%,u,3%,u,x,16%
O=C(C1CCCC1)N1CCN(S(=O)(=O)c2ccc(Cl)cc2)CC1,5%,-2,u,6%,17%,-4%
O=C(O)CC1NC(=S)N(c2ccccc2)C1=O (centres undefined),u,4,-1%,-22%,-1%,-15%
C=CCC[C@@H](Cc1ccc(F)cc1)C(=O)OC[C@@H](C)NC(=O)[C@H](CC=C)CC(=O)N(CCO)Cc1ccccc1,u,-5,x,x,x,296%[activator]
CCOc1ccc(NC(=O)CC2C(=O)N(c3ccccc3)C(=O)N2CCOC)cc1 (centres undefined),5%,0,8%,-4%,6%,0%
CCc1c(C)nc(N2CCN(c3ccc(OC)cc3)CC2)[nH]c1=O,9%,9,-7%,-5%,-9%,-18%
CC1CCCC(C)N1c1nnc(N)s1 (centres undefined),5%[8.37 µM],6,-11%,-10%,3%,-27%
Cc1ccc(-c2csc(N(CC3CCCO3)C(=O)c3ccco3)n2)cc1 (centres undefined),u,-21,u,15%,-4%,32%
COCCNc1c2c(nc3c(-c4ccccc4)c(C)nn13)CCC2,-46%,15,-6%,2%,-7%,42%
CC(=O)Nc1ccc(/C=N/NC(=O)CNC(=O)c2ccccc2)cc1,6%,52,-7%,-11%,4%,-1%
CC12CCC(=O)N1C(C(=O)Nc1ccc(SC(F)F)cc1)CS2 (centres undefined),u,4,u,1%,x,-13%
Cc1ccc(N(CCC#N)C(=O)COC(=O)c2cc(C)oc2C)cc1,8%,0,1%,-2%,x,17%
Cc1ccc(-c2nc3ccc(Cl)cn3c2Nc2ccccc2C)s1,x,34,10%,3%,x,x
CCCc1[nH]nc2c1C(CCC)C(C#N)=C(N)O2 (centres undefined),2%,-19,-16%,-36%,0%,-9%
CN(CCCS(=O)(=O)[O-])c1ccc(/C=C/c2ccc3ccccc3[n+]2C)cc1,19%,94,0%,0%,-1%,0%
CC1(C)CC(=O)c2cnc(NC(=O)c3ccco3)nc2C1,3%,18,u,5%,2%,-14%
CCC(=O)N1CCN(c2ccc(NC(=O)COc3ccccc3[N+](=O)[O-])cc2)CC1,11µM*,-21,1%,-18%,5%,89%[activator]
CCCC(=O)Nc1ccc(C(=O)COC(=O)C2CC2)cc1,2%,-6,x,x,x,-13%
COc1ccc(/C=C(\C#N)C(=O)OCC(=O)N2CC(C)OC(C)C2)cc1 (centres undefined),8%,15,1%,29%,0%,9%
COc1ccccc1N1C(=O)CCC1(C#N)c1ccc(Br)cc1 (centres undefined),-3%,19,u,9%,0%,45%
CCc1ccc(NC(=O)COc2cccc(-n3cnnn3)c2)cc1,u,-10,0%,20%,-1%,-14%
Cc1ccc(S(=O)(=O)N(C(=O)c2ccncc2)c2ccc3oc4c(c3c2)CCCC4)cc1[N+](=O)[O-],u,28,-10%,-11%,-4%,u
COc1ccc(Br)cc1CNC(=O)c1cnc2sc(N3CCC(C)CC3)nn2c1=O,x,22,-4%,17%,x,x
CCCCC1C2C(=O)N(c3ccccc3)C(=O)C2ON1c1ccccc1 (centres undefined),11%,-2,-12%,-3%,-2%,-7%
O=C(CN1CCN(c2cccc(Cl)c2)CC1)N1CCCC1,1%,-2,-14%,-26%,1%,19%
